# Assay outcomes (PubChem)
# FH mod – Identification of activators of human fumarate hydratase by quantitative high-throughput screening. Fumarate hydratase, mitochondrial (Homo sapiens), P07954. FH coupled MDH/diaphorase resazurin fluorescence, 15 min. Potency, µM (highest dose often 79.9 µM), without a hit: at the highest dose activity change, negative = inhibition, actives largely listed as inhibitors. 54,000 tested, 0.22% active; also: the screen sought activators but most active calls are inhibition curves; nearly all actives have a fitted effect of over 45% in size
# NTMT1 inh – inhibitors of human N-terminal methyltransferase NTMT1 | Q9BV86 | 59,000 tested, 2.5% active | Potency, µM (top dose mostly 114 µM), for inactives: at the highest dose activity change, negative = inhibition, most hits filed as inhibitors | NTMT1 MTase-Glo SAH luminescence, purified enzyme;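 also: plate controls were DMSO vehicle for no effect and no enzyme for full effect; nearly all actives have a fitted effect of over 65% in size; many of its hits are not listed in these tables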
# An asterisk follows results filed as active; u = inconclusive; & = joins results of further samples; ! = not confirmed by another sample; [ ] = remark or other dose. Calls follow the shape of the dose curve; as a rule, active = well fitted curve in the direction sought with a large enough effect; inconclusive = small, poorly fitted or top-dose-only effect, or another doubt; inactive = no such curve, though single readings can be large; an effect the other way counts as inactive or inconclusive. Unless noted, % is scaled to controls: 0 for no effect and ±100 for the full control effect; potency is read from the fitted curve at half-maximal effect. The list is partial. The share of hits here may be higher or lower than overall.
SMILES,FH mod,NTMT1 inh
CCOC(=O)CNC(=O)[C@@H]1CCCN1C(=O)Cc1ccccc1,0%,2%[57.5 µM]
C=C1C(=O)OC2/C=C(\CO)CC/C=C(\C=O)C(OC)C(OC(=O)C(C)CC)C12 (stereo not given),-5%[53.3 µM],13%[29.8 µM]
Cc1cc2ncc(-c3ccccc3)nc2cc1C,0%,45µM*
COc1ccc2cc([C@H](C)C(=O)O)ccc2c1,8%,u
Clc1cccc(-n2nnnc2NCc2ccccc2Oc2ccccn2)c1Cl,3%,1%&13%[57.5 µM]
CC(C)=CCC/C(C)=C/CCC1(C)Oc2c(c(O)cc3c2CN(C(CCC(=O)O)C(=O)O)C3=O)CC1O (stereo not given),3%[53.3 µM],12%[29.8 µM]
CC1CCC2(C(=O)O)CCC3(C)C(=CCC4C5(C)CCC(O)C(C)(CO)C5CCC43C)C2C1(C)O (stereo not given),-2%[53.3 µM],-1%[29.8 µM]
O=C1OC(c2ccc(O)cc2)C(O)=C1Cc1ccccc1 (stereo not given),-1%,10%[57.5 µM]
Cc1csc(NC(=O)c2ccc(COc3cccc(Cl)c3)o2)n1,1%,-29%[57.5 µM]
CC(=O)O[C@@H]1[C@@H](O)[C@H](C)O[C@@H](O[C@H]2[C@@H]3C=CO[C@@H](O[C@@H]4O[C@H](CO)[C@@H](O)[C@H](O)[C@H]4O)[C@@H]3[C@@]3(CO)O[C@@H]23)[C@@H]1OC(=O)/C=C/c1ccccc1,9%[20.6 µM],-3%[12.6 µM]
C=C1C(=O)O[C@@H]2[C@H]3C(C)=CC(=O)C3=C(C)[C@@H](OC(=O)/C(C)=C\C)[C@H](O)[C@@H]12,20%[53.3 µM],-13%[29.8 µM]
CCCN1CCC(c2cccc(S(C)(=O)=O)c2)CC1,1%,-3%[57.5 µM]
CO/N=C(/C(=O)N[C@@H]1C(=O)N2C(C(=O)OCOC(=O)C(C)(C)C)=C(C)CS[C@H]12)c1csc(N)n1,1%[53.3 µM],u
COc1ccc(S(=O)(=O)Nc2cccnc2Nc2ccc(O)cc2)cc1,2%,-4%&1%[57.5 µM]
COc1cc(C[C@H]2C(=O)OC[C@@H]2Cc2ccc(OC)c(OC)c2)ccc1O,3%[53.3 µM],18%[29.8 µM]
O=C(OCC1OC(Oc2ccc(O)cc2COC(=O)C2(O)C(O)CCC(=O)C2OC(=O)C2C=CCC2)C(OC(=O)C2C=CCC2)C(O)C1O)C1C=CCC1 (stereo not given),-2%[20.6 µM],10%[12.6 µM]
CC(/C=C/C(=O)NO)=C\[C@@H](C)C(=O)c1ccc(N(C)C)cc1,-4%,11%
O=c1[nH]c(=O)n([C@H]2O[C@H](CO)[C@@H](O)[C@@H]2O)cc1/C=C\Br,1%[53.3 µM],25%[57.5 µM]
[O-][n+]1ccccc1SSc1cccc[n+]1[O-],-7%[20.6 µM],5µM*
O=c1ccc2ccc(O)c(O)c2o1,u,-19%[57.5 µM]
O=C(O)/C=C/c1ccc(-c2ccc(O)c(C34CC5CC(CC(C5)C3)C4)c2)cc1,u,-19%[57.5 µM]
O=C(/C=C/c1ccc(O)cc1)OCC1=C[C@@H](O)[C@@H]2C=CO[C@@H](O[C@@H]3O[C@H](CO)[C@@H](O)[C@H](O)[C@H]3O)[C@H]12,-7%[53.3 µM],2%[29.8 µM]
C[C@@H]1C(=O)O[C@H]2CC34[C@H]5C[C@@H](C(C)(C)C)C36[C@H](OC(=O)[C@@H]6O)O[C@@]4(C(=O)O5)[C@]21O (stereo not given in full),1%[53.3 µM],-8%[57.5 µM]
O=C(c1ccc(Cl)cc1)N1CCN(c2ccnc3cc(Cl)ccc23)CC1,-10%,8%[57.5 µM]
Cc1c(C(=O)Nc2ccc(N3CCC(N4CCOCC4)CC3)c(C#N)c2)cnn1-c1ccc(Cl)cc1,35%,-2%[57.5 µM]
COc1c2c(c(C)c3c1C(=O)OC3)O[C@@]1(C)CC(O)C(C(C)(C)O)[C@](C)(CCC(=O)O)[C@H]1C2 (stereo not given in full),-2%[53.3 µM],0%[29.8 µM]
O=c1[nH]c(=O)n([C@H]2C[C@@H](O)[C@@H](CO)O2)cc1I,4%[53.3 µM],u
CC(=O)Oc1ccc(C(c2ccc(OC(C)=O)cc2)c2ccccn2)cc1,-2%[53.3 µM],15%[57.5 µM]
COc1cc(/C=C/C(=O)OC[C@H]2O[C@@H](OC3CC(C)=C(C(=O)O)C(C)(C)C3)[C@H](O)[C@@H](O)[C@@H]2O)cc(OC)c1O (stereo not given in full),-4%[53.3 µM],7%[29.8 µM]
N#CC1C(=O)N=C(c2cc(Cl)ccc2O)C=C1c1cc(OCc2ccccc2)cc(OCc2ccccc2)c1 (stereo not given),4%,10%[57.5 µM]

# In the list so far, these have four or more nitrogen atoms:
SMILES,FH mod,NTMT1 inh
Clc1cccc(-n2nnnc2NCc2ccccc2Oc2ccccn2)c1Cl,3%,1%&13%[57.5 µM]
CO/N=C(/C(=O)N[C@@H]1C(=O)N2C(C(=O)OCOC(=O)C(C)(C)C)=C(C)CS[C@H]12)c1csc(N)n1,1%[53.3 µM],u
Cc1c(C(=O)Nc2ccc(N3CCC(N4CCOCC4)CC3)c(C#N)c2)cnn1-c1ccc(Cl)cc1,35%,-2%[57.5 µM]

# (further entries)
SMILES,FH mod,NTMT1 inh
CC1(C)CC[C@]2(C(=O)O[C@@H]3O[C@H](CO)[C@@H](O)[C@H](O)[C@H]3O)CC[C@]3(C)C(=CCC4[C@@]5(C)C[C@@H](O)[C@H](O)[C@](C)(C(=O)O)C5CC[C@]43C)C2C1O (stereo not given in full),u,15%[12.6 µM]
COc1cc(O)cc(C)c1C(=O)O[C@H]1[C@@H](OC(C)=O)[C@H](n2ccc(=O)[nH]c2=O)O[C@@H]1CO,4%[53.3 µM],-5%[29.8 µM]
NC[C@@H]1O[C@@H](O[C@H]2[C@@H](O)[C@H](O[C@@H]3[C@@H](O)[C@@H](N)C[C@H](N)[C@H]3O[C@H]3O[C@H](CN)[C@@H](O)[C@@H](O)[C@H]3N)O[C@H]2CO)[C@H](N)[C@@H](O)[C@@H]1O,7%[53.3 µM],2%[57.5 µM]
COc1cccc(C)c1C(=O)O[C@@H]1C[C@H](O[C@H]2[C@H](O)C[C@H](O[C@@H]3CCC[C@H]4[C@H]3C=C[C@@H]3CCCC/C=C/[C@H]5C=C(C(=O)O)[C@@H](C)C[C@@]56OC(=O)C(=C6O)OC(=O)[C@@]34C)O[C@@H]2C)O[C@H](C)[C@H]1O,3%[20.6 µM],8%[12.6 µM]
C[C@@H]1O[C@@H](O[C@H]2[C@H](O[C@H]3CO[C@@H](O[C@H]4CC[C@@]5(C)C(CC[C@]6(C)C5CC[C@]57OC[C@@]8(CC[C@](C)(CO)CC85)[C@H](O)C[C@]76C)C4(C)C)[C@H](O[C@@H]4O[C@H](CO)[C@@H](O)[C@H](O)[C@H]4O)[C@H]3O)O[C@H](CO)[C@@H](O)[C@@H]2O)[C@H](O)[C@H](O)[C@H]1O (stereo not given in full),7%[20.6 µM],u
O=C(O)CC/C=C\C[C@H]1CO[C@@H](c2ccccc2Cl)O[C@H]1c1ccccc1O,1%,9%[57.5 µM]
COc1cc2nc(N3CCN(C(=O)C4CCCO4)CC3)nc(N)c2cc1OC (stereo not given),6%&-10%[53.3 µM],u
CN([C@@H](Cc1ccc(OS(=O)(=O)c2cccc3cnccc23)cc1)C(=O)N1CCN(c2ccccc2)CC1)S(=O)(=O)c1cccc2cnccc12,-16%[6.31 µM],54%[activator][12.6 µM]
Cc1ccc(-c2ccc3ncc4c(c3n2)n(C2CCN(C(=O)[C@H](C)O)CC2)c(=O)n4C)cn1,-4%,16µM*
Nc1nc(N)c2nc(-c3cccc(O)c3)cnc2n1,-4%,u
Nc1[nH]nc2nnc(-c3c(-c4ccccc4)nn4ccccc34)cc12,2%,8.9µM*
NNC(=O)c1ccncc1,6%&-5%[53.3 µM],15%
CC1=C(CCC(C)O[C@@H]2O[C@H](CO)[C@@H](O)[C@H](O)[C@H]2O)C(C)(C)CCC1=O (stereo not given in full),-2%[53.3 µM],9%[29.8 µM]
O=C(/C=C/n1cnc(-c2cc(C(F)(F)F)cc(C(F)(F)F)c2)n1)NNc1cnccn1,5%,17%[57.5 µM]
Cc1nc2c(-c3cnc(N)nc3)nc(N3CCOCC3)nc2n1C(C)C,-2%,u

# Taken from above.
# C[C@@H]1O[C@@H](O[C@H]2[C@H](O[C@H]3CO[C@@H](O[C@H]4CC[C@@]5(C)C(CC[C@]6(C)C5CC[C@]57OC[C@@]8(CC[C@](C)(CO)CC85)[C@H](O)C[C@]76C)C4(C)C)[C@H](O[C@@H]4O[C@H](CO)[C@@H](O)[C@H](O)[C@H]4O)[C@H]3O)O[C@H](CO)[C@@H](O)[C@@H]2O)[C@H](O)[C@H](O)[C@H]1O (stereo not given in full) | FH mod: 7%[20.6 µM]
# Nc1nc(N)c2nc(-c3cccc(O)c3)cnc2n1 | FH mod: -4%

# Continued:
SMILES,FH mod,NTMT1 inh
CC(C)(C)NC(=O)[C@@H](c1cccnc1)N(C(=O)c1ccco1)c1ccc(C(C)(C)C)cc1,-1%,-15%[57.5 µM]
CC(=O)c1cc2ccccc2s1,-8%[53.3 µM],8%[57.5 µM]
NC(=NCCCCCCN=C(N)N=C(N)Nc1ccc(Cl)cc1)N=C(N)Nc1ccc(Cl)cc1,13%[53.3 µM],35µM*!
C=CC(C)(C)c1[nH]c2cc3c(cc2c1CC1NC(=O)C2=CCCN2C1=O)C=CC(C)(C)O3 (stereo not given),-3%[53.3 µM],2%[29.8 µM]
CCC1C(=O)N(C)c2cnc(Nc3ccc(C(=O)NC4CCN(C)CC4)cc3OC)nc2N1C1CCCC1 (stereo not given),-2%,13µM*
C=C1CCC2[C@](C)(CCC[C@@]2(C)C=O)[C@H]1CC/C(C)=C/CO (stereo not given in full),-8%,5%[57.5 µM]
CC(C)c1onc(-c2c(Cl)cccc2Cl)c1COc1ccc(C=Cc2cccc(C(=O)O)c2)c(Cl)c1,u,17µM*
OC/C=C/c1ccc(O[C@@H]2O[C@H](CO)[C@@H](O)[C@H](O)[C@H]2O)cc1,0%[53.3 µM],-7%[29.8 µM]
Cc1nccn1CC1CCc2c(c3ccccc3n2C)C1=O (stereo not given),-7%,2%&10%&4%[57.5 µM]
CCOC(=O)c1c(N)sc2c1CCN(Cc1ccccc1)C2,2%[53.3 µM],17%[57.5 µM]
CC(C)(C)C(=O)CN1C(=O)[C@H](NC(=O)Nc2cccc(C(=O)O)c2)CN(C2CCCCC2)c2ccccc21,-4%,3%
COc1cc(O)c2c(c1)C1(OC2=O)C(C)=CC(=O)C1O (stereo not given),1%,4%[57.5 µM]
C=C1CCC2(C(=O)OC3OC(CO)C(O)C(O)C3O)CCC3(C)C(=CCC4C5(C)CCC(OC6OC(CO)C(OC7OC(C)C(O)C(O)C7O)C(OC7OCC(O)C(O)C7O)C6O)C(C)(C)C5CCC43C)C2C1 (stereo not given),-7%[20.6 µM],15%[12.6 µM]
CC1CCC2(C(=O)O)CCC3(C)C(=CCC4C5(C)CCC(O)C(C)(C(=O)O)C5CCC43C)C2C1(C)O (stereo not given),-3%[53.3 µM],9%[29.8 µM]
Nc1ccc(O)cc1,-13%[53.3 µM],u
O=C(O)[C@@H](c1ccc(OCc2ccc3ccccc3n2)cc1)C1CCCC1,5%[53.3 µM],19%
NS(=O)(=O)c1cc2c(cc1Cl)NC=NS2(=O)=O,-6%&0%&-10%[53.3 µM],0%
C/C(=C\CO)CC/C=C(\C)C(=O)O[C@@H]1O[C@H](CO)[C@@H](O)[C@H](O)[C@H]1O,4%[53.3 µM],-17%[29.8 µM]
CC1(C)CC[C@]2(C(=O)O)CC[C@]3(C)C(=CCC4[C@@]5(C)CCC(O[C@@H]6OC[C@H](O)[C@H](O)[C@H]6O[C@@H]6O[C@H](CO)[C@@H](O)[C@H](O)[C@H]6O)[C@@](C)(CO)C5CC[C@]43C)[C@@H]2C1 (stereo not given in full),5%[20.6 µM],4%[12.6 µM]
O=c1c(-c2ccc(O)cc2)coc2cc(OC3O[C@H](CO)[C@H](O)[C@H](O)[C@H]3O)cc(O)c12 (stereo not given in full),u,24µM*
Cc1nc2c(C(F)(F)F)cccc2nc1-c1ccc(-c2cccc(S(C)(=O)=O)c2)cc1,0%,15%[57.5 µM]
Nc1ccc(-n2nc(C(F)(F)F)cc2C(F)(F)F)cc1,0%,3%[57.5 µM]
CC(C)(C(=O)NCC(F)(F)C(F)(F)F)C(=O)N[C@@H]1C(=O)Nc2ccccc2-c2ccccc21,-7%[53.3 µM],u
CN(C)C/C=C/C(=O)Nc1ccc(C(=O)Nc2cccc(Nc3ncc(Cl)c(-c4c[nH]c5ccccc45)n3)c2)cc1,6%,50µM*!
CCOC(=O)c1ccc(OC(=O)CCCCCN=C(N)N)cc1,0%&-1%[53.3 µM],2%
CCCCC/C(C=O)=C\c1ccccc1,-9%[53.3 µM],-4%[57.5 µM]
C[C@H](NC(=O)Cc1cc(F)cc(F)c1)C(=O)N[C@@H]1C(=O)N(C)c2ccccc2-c2ccccc21,8%,23%
CCCCCCCCCCCCCCCC(=O)OC(C)C,-9%[53.3 µM],8%[57.5 µM]
